# PfG6PD inh: PfG6PD (Plasmodium falciparum) enzyme inhibition; hit rate 0.78% among 350,000; AID 504690; inhibition, % at 20 µM; PfGluPho enzyme, NADPH resazurin-diaphorase fluorescence;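 active = inhibition reaching at least a set limit at 20 µM in the primary screen, cut at about 59% in these data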;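 also: 0% = DMSO wells with substrate and 100% = DMSO wells lacking glucose-6-phosphate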
# SENP1 FRET inh: inhibitors of human SENP1 SUMO protease catalytic domain. hit rate 0.21% among 360,000. recombinant SENP1 catalytic domain, CyPet-SUMO1-YPet FRET cleavage. inhibition, % at 10 µM. Q9P0U3;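 active = inhibition at least 30% at 10 µM, raw YFP signal under a set limit, fluorescence ratio 0.5 to 1.5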;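 also: 0% = enzyme with DMSO and 100% = no enzyme wells; some results filed as inactive read as strong as hits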
# Target sequence (Q9P0U3 419-644 limits assumed): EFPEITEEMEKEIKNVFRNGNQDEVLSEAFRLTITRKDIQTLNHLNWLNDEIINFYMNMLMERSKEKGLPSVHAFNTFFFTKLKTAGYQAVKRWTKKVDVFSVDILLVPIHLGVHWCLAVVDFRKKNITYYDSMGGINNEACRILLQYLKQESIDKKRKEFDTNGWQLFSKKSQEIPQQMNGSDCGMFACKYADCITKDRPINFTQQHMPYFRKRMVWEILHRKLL
#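 system = hSENP1 catalytic domain, recombinant | reagent = SFCypet-SUMO1-SFYpet substrate at 25 nM | doses = one dose per compound, 10 µM, 0.5% DMSO | incubation = enzyme reaction for 50 min at room temperature, dark | measured by = FRET, CFP and YFP emission | controls = no-enzyme low, enzyme-DMSO high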
# SENP8 block-1: blocks human SENP8 cleavage of Nedd8 substrate; hit rate 0.64% among 360,000; recombinant SENP8, Nedd8 substrate fluorescence; AID 602440; inhibition, % at 20 µM; in the data active = inhibition mostly above about 40%, no sharp cut-off; inactive = mostly below about 27%
# Target sequence (Q96LD8 whole entry, looked up): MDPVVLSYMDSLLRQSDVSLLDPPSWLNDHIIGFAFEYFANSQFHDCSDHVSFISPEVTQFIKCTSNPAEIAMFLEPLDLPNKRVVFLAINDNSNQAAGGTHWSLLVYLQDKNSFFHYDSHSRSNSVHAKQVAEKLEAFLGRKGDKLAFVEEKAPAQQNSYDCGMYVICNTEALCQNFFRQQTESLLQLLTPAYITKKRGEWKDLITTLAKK
# SENP8 block-2: inhibitors of human SENP8 protease; purified SENP8, Z-RLRGG-aminoluciferin cleavage, luminescence; inhibition, % at 10 µM; hit rate 1.2% among 330,000; AID 2540; in the data active = inhibition above about 50%
# HKDC1 inh: inhibitors of human hexokinase HKDC1; inhibition, % at 20 µM; recombinant HKDC1, G6PDH/diaphorase resazurin coupled fluorescence; Q2TB90; AID 493160; hit rate 0.16% among 340,000;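 active = inhibition above about 35% when tested at 20 µM, limit read from the data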;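 also: plate controls were DMSO wells with enzyme for no effect and DMSO wells lacking enzyme for full effect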
#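 Test system: recombinant HKDC1 (HK5) hexokinase enzyme, produced in-house / Doses: 20 µM test compound, 1% DMSO / Timing: 90 min, room temperature / Detection: G6PDH/diaphorase-coupled fluorescence, 1 mM NADP, 100 µM resazurin, 525/613 nm / Control set: DMSO wells with and without enzyme mix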
# SENP6 inh: blocks the human protease SENP6; Q9GZR1; Recombinant SENP6 catalytic domain, aminoluciferin luminescence; inhibition, % at 10 µM; hit rate 1.8% among 330,000;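 active = inhibition above about 50% at the single tested dose, limit read from the data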;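 also: plate controls were DMSO wells with enzyme for no effect and DMSO wells lacking enzyme for full effect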
# SENP7 block: SENP7 protease inhibition; hit rate 1.5% among 330,000; inhibition, % at 5 µM; Q9BQF6; recombinant SENP7, Z-RLRGG-aminoluciferin luminescence, 40 min;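 active = inhibition above about 50% at the single test dose, limit read from the data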;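 also: plate controls were DMSO with enzyme for no effect and no enzyme buffer wells for full effect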
# Target sequence (Q9BQF6 706-1050 limits assumed): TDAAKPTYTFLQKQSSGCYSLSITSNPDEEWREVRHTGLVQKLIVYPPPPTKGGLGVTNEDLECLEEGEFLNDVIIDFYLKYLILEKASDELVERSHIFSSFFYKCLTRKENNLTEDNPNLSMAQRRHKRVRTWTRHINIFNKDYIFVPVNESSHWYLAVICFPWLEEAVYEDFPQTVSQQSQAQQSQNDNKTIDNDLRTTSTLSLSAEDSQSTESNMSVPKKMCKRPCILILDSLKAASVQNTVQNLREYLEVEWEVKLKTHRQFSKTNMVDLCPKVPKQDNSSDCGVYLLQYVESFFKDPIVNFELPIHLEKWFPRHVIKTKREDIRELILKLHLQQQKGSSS
# Apaf1 inhib: human Apaf-1 inhibition. reconstituted apoptosome caspase-3 activity, DEVD-Rh110 fluorescence. hit rate 0.71% among 330,000. O14727. inhibition, % at 20 µM; active = inhibition of at least 40% at 20 µM;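 also: plate controls were DMSO wells for no effect and DEVD-CHO caspase inhibitor wells for full effect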
#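 Assay system: Apoptosome proteins | Medium: pH 7.5 Hepes buffer with CHAPS, BSA, DTT | Also added: Cytochrome c and DEVD-Rh110 substrate | Times: 30 min plus 50 min, RT | Detection: Rhodamine 110 fluorescence at Ex 480/Em 540 nm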
# Numbers without * were called inactive; . = not tested or not shown.
SMILES,PfG6PD inh,SENP1 FRET inh,SENP8 block-1,SENP8 block-2,HKDC1 inh,SENP6 inh,SENP7 block,Apaf1 inhib
N/C(=N\OC(=O)c1ccc([N+](=O)[O-])cc1)c1ccccn1,-10,6,16,90*,-10,93*,95*,-7
CCN1CCN(c2ccc(S(=O)(=O)N3CCCCC3)cc2NC(=O)CCNC(C)=O)CC1,-4,2,6,.,-4,.,.,.
CN(C(=O)c1nc(-c2ccccc2)n(-c2ccccc2)n1)C1CCS(=O)(=O)C1 (stereo not drawn),11,2,12,3,-5,-7,0,-4
Cc1ccc(/C=N/NC(=O)Cc2cccn2C)s1,4,-3,3,-2,-7,-5,3,-6
O=C(OCCNC(=O)c1ccc2ccccc2n1)c1ccc(F)cc1,-16,1,8,-11,-1,0,-2,2
Cn1cc(CN2CCN(c3cnccn3)CC2)c(-c2cccc(Cl)c2)n1,4,-2,-52,-3,-12,-2,6,2
CCOc1cc(C(=O)Nc2ccccc2F)cc(Br)c1OCC,28,2,13,6,2,2,-1,12
CCN(c1ccccc1)S(=O)(=O)c1ccc(Oc2ccccc2)c(N)c1,6,-1,5,.,2,.,.,.
Cn1c(C(=O)N2CCCC(C(=O)NCCN3CCOCC3)C2)cc2sccc21 (stereo not drawn),-15,0,20,-2,-9,-12,3,-11
CC(=O)c1ccc([C@@H]2C[C@]34CN(Cc5cccc(C(F)(F)F)c5)S(=O)(=O)[C@H]3C[C@H]2O4)cc1,21,0,8,-9,-1,-5,-3,23
Cn1c(Cn2c(=O)sc3ccccc32)nnc1SCC(=O)NCC1CCCO1 (stereo not drawn),-11,0,2,-10,-7,-13,5,-5
O=C(Nc1ccc(-c2nc3ccccc3s2)c(OC(=O)c2ccccc2)c1)c1ccccc1,-8,2,16,5,18,6,65*,-9
O=C(CCCc1nc2ccccc2s1)N1CCN(c2ccccc2F)CC1,11,1,7,-2,-7,-5,-13,3
CCOCCOC(=O)c1ccc(NC(=O)c2cc3ccccc3o2)cc1,50,2,12,.,-2,.,.,.
COc1ccc(C(=O)OCC(=O)NCCN2C(=O)CSC2=O)cc1[N+](=O)[O-],-15,2,15,-2,-1,0,4,5
C=CCN1c2ccccc2[C@]23C[C@@H](C(=O)OC)N(C(=O)c4ccc(Br)cc4)C2=NC(C(=O)OC)=C(C(=O)OC)[C@H]13,1,4,2,6,0,-2,5,15
CN1CCN(C(=O)C2CCN(S(=O)(=O)c3ccc(F)cc3)CC2)CC1,2,0,6,-2,-3,-22,3,1
CCOC(=O)C1=C(N)N(c2ccccc2)C2=C(C(=O)CCC2)C1c1cccnc1 (stereo not drawn),-15,1,-4,2,2,-2,2,-2
CCOCc1c(C(=O)OCC(=O)NCc2ccc(F)cc2)oc2ccccc12,-5,0,-3,0,0,2,-4,0
COC(=O)c1c(C)noc1-c1cc(C)on1,-5,2,19,3,0,-10,2,-5
CC1CN(C(=O)COC(=O)c2cc(Cl)ccc2[N+](=O)[O-])CC(C)O1 (stereo not drawn),-11,1,9,-6,-6,-13,2,3
CC(C)(C)NC(=O)C(c1ccco1)N(C(=O)Cn1nnc(-c2ccc(F)cc2)n1)c1ccccc1 (stereo not drawn),-3,.,.,3,6,2,12,6
COc1ccc(OC)c(C2=NOC(C(=O)NCc3cccnc3)C2)c1 (stereo not drawn),-19,3,-58,-7,-3,2,-3,1
O=C(CCCOc1ccccc1)Nc1ccc(S(=O)(=O)N2CCOCC2)cc1,-6,2,27,-5,-4,-46,0,13
Cc1onc(-c2ccccc2Cl)c1C(=O)OCc1nnc(-c2ccccc2)o1,4,2,0,2,1,-5,2,11
CN(Cc1ccccc1OCCO)CC1CCCN(CCc2ccc(Cl)cc2)C1 (stereo not drawn),-2,1,18,9,-2,11,-2,7
CC(=O)c1c(C(C)=O)c(C)n(Cc2ccccc2)c1C,1,3,12,0,-10,-3,-5,-25
Cc1oc(S(=O)(=O)N2CCCC2)cc1C(=O)Nc1ccc(F)cc1,6,-2,7,-4,-6,-20,-10,-9
O=C(Nc1ccc(OC(F)F)cc1)c1cc(S(=O)(=O)N2CCOCC2)ccc1N1CCCC1,-7,-1,-76,.,-3,.,.,.
O=C(NCCCn1ccnc1)/C(=C/c1cccnc1)NC(=O)c1ccco1,-6,2,15,-2,-6,-7,5,-11
CC(=O)N1Cc2ccccc2CC1C(=O)NCc1ccccc1F (stereo not drawn),-5,-1,6,3,-1,-10,-3,-3
COc1cc2c(cc1OC)CN(C(=O)CN1CCN(S(=O)(=O)c3ccccc3Br)CC1)CC2,0,2,-9,-19,-4,-10,10,3
CCC(C)NC(=O)C1CCN(S(=O)(=O)c2cccnc2)CC1 (stereo not drawn),-7,-1,14,-5,-5,-22,14,-4
O=C(NNC(=O)c1ccccc1Cl)c1ccc(-n2cncn2)c([N+](=O)[O-])c1,22,1,5,8,-4,7,3,-11
COC(=O)c1ccc(CNC(=O)c2ccc3c(c2)NC(=O)CS3)cc1,5,-3,5,-8,1,-16,7,0
Cn1nnnc1SCc1cc(=O)n2ccsc2n1,3,-2,3,0,-8,-1,1,-15
N#CC1CCN(C(=O)c2ccc3c(Cl)c4c(nc3c2)CCCC4)CC1,-6,2,13,-8,-5,-11,-5,5
COc1ccc(CCC(=O)Nc2ccc(OC)c(S(=O)(=O)N3CCCCC3)c2)cc1,-3,0,8,9,-4,7,4,-5
Cc1ccc(C)c(NC(=S)NC(NC(=O)N(C)C)C(Cl)(Cl)Cl)c1 (stereo not drawn),-7,1,13,-14,15,-9,-2,-22
C/C(N=Nc1nc2ccccc2s1)=N\Nc1ccccc1O,-13,0,29,4,-6,-1,5,0
N#CC1=C(c2ccccc2)/C(=C/c2ccccc2)OC1=O,12,2,-37,7,25,-11,-3,26
Cc1ccccc1NS(=O)(=O)c1cc(C(=O)Nc2cccc([N+](=O)[O-])c2)ccc1C,5,1,7,-18,9,-13,-10,6
CN1CCN(C(=O)c2cc([N+](=O)[O-])cc([N+](=O)[O-])c2)CC1,-9,-1,22,-7,-6,-11,-11,5
C=CCn1c(N)cc(=O)nc1SC(C)C(=O)Nc1ccc(C(=O)OCC)cc1 (stereo not drawn),-6,-5,2,-20,-6,-5,-10,5
Cc1cc(C(=O)NCC(c2ccco2)N2CCCC2)c2ccccc2n1 (stereo not drawn),9,-5,-9,-18,2,-4,-4,11
CCN1C(=NCCc2cccnc2)N[C@@H](c2ccccc2)C(C(=O)OC)=C1C,5,.,.,4,-6,3,2,0
COc1cc(C(C)=O)ccc1Oc1ncnc2c1cnn2-c1ccc(C)c(C)c1,9,-1,-17,8,-1,-6,5,9
CCOC(=O)c1c(C=O)c2ccccc2n1CC,10,-1,0,-8,-9,-17,-7,14
Nc1nnc(SCC(=O)N2CCc3ccccc32)n1-c1ccccc1,-21,1,18,-4,-3,13,2,0
Cc1cccc(Oc2ccc3c(c2)cc(C(=O)O)n3C)c1,-26,-1,-16,3,-7,4,1,-8
# (further entries)
SMILES,PfG6PD inh,SENP1 FRET inh,SENP8 block-1,SENP8 block-2,HKDC1 inh,SENP6 inh,SENP7 block,Apaf1 inhib
COc1ccccc1N1C(=O)C2CC=CC(C)C2C1=O (stereo not drawn),-18,-2,36,-4,-4,1,-3,-5
CC1(C)CC(=O)C(C=NCCO)=C(O)C1,-15,0,9,-4,2,-16,5,0
O=C(Nc1ccc(F)c(Cl)c1)C1CC2CCC1C2 (stereo not drawn),27,0,31,-5,1,-13,7,-5
O=C(CC1C(=O)NCCN1Cc1ccoc1)NCc1cccc(OC(F)(F)F)c1 (stereo not drawn),11,-2,-8,11,-6,14,0,-27
Cc1ccc(C)c(NC(=O)NNC(=O)c2cc3occc3[nH]2)c1,0,-1,5,9,-4,-10,-2,1
O=C(C[C@H]1C(=O)N(CCc2ccccc2)C[C@@H]1Cc1ccccc1)Nc1ccccc1,0,3,3,-2,-2,-18,-2,15
COc1cccc(OCc2nn3c(=O)c(-c4ccccc4)nnc3s2)c1,1,-4,1,.,1,.,.,.
COc1ccc(NC(=O)c2cc([N+](=O)[O-])ccc2N2CCCC2)cc1,8,-5,37,0,-6,4,-2,13
COc1cc(CNCCc2ccc(S(N)(=O)=O)cc2)ccc1OCc1ccc(Cl)cc1,14,1,21,-10,18,6,4,-19
CC(=O)NCCC(=O)N1CCCC(N2CCN(c3cccc(Cl)c3)CC2)C1 (stereo not drawn),1,0,10,-6,-3,1,4,-2
COc1ccc(C2N(c3ccccc3)C(=O)C2(F)F)cc1OC (stereo not drawn),-18,2,18,0,1,-1,2,6
COc1ccc(OCCCC(=O)NC(C)c2ccccc2)cc1 (stereo not drawn),-17,0,26,-12,3,-21,-1,11
C/C(=N\NC(=O)c1ccc(N2CCCC2=O)cc1)c1ccc(O)cc1O,-30,-32,-203,-4,-25,6,3,-20
Cc1oc(/N=C/c2ccc(Cl)cc2)c(C#N)c1C,5,-7,-2,-11,-6,0,1,6
CCOC(=O)c1c(NC(=O)COC(=O)c2cnccn2)sc(C)c1C,6,0,0,-2,1,-4,1,5
CCC(Oc1ccccc1)C(=O)NCc1cccnc1 (stereo not drawn),3,5,1,-4,-1,-5,-12,0
COc1ccccc1CCNC(=O)C1CCN(C(=O)/C=C/c2ccccc2)CC1,14,0,2,-13,-5,-21,-10,12
CN(C)S(=O)(=O)c1cc(NC(=O)CSc2ncc(C(F)(F)F)cc2Cl)ccc1Cl,17,1,6,-9,-3,-13,2,17
CCOC(=O)c1c(O)c2ccccc2n(-c2ccccc2)c1=O,-35,2,3,-7,2,-3,4,18
Cc1cc(NC(=O)CSc2nnc(-c3ccccc3C)n2C)no1,17,-1,2,-5,-3,-15,7,0

# With a hit mark in SENP6 inh, of those listed so far:
Molecule	PfG6PD inh	SENP1 FRET inh	SENP8 block-1	SENP8 block-2	HKDC1 inh	SENP6 inh	SENP7 block
N/C(=N\OC(=O)c1ccc([N+](=O)[O-])cc1)c1ccccn1	-10	6	16	90*	-10	93*	95*

# Structures from the list above with a cyano group (3):
SMILES,PfG6PD inh,SENP1 FRET inh,SENP8 block-1,SENP8 block-2,HKDC1 inh,SENP6 inh,SENP7 block,Apaf1 inhib
N#CC1CCN(C(=O)c2ccc3c(Cl)c4c(nc3c2)CCCC4)CC1,-6,2,13,-8,-5,-11,-5,5
N#CC1=C(c2ccccc2)/C(=C/c2ccccc2)OC1=O,12,2,-37,7,25,-11,-3,26
Cc1oc(/N=C/c2ccc(Cl)cc2)c(C#N)c1C,5,-7,-2,-11,-6,0,1,6

# (listing goes on)
SMILES,PfG6PD inh,SENP1 FRET inh,SENP8 block-1,SENP8 block-2,HKDC1 inh,SENP6 inh,SENP7 block,Apaf1 inhib
COc1ccc(-c2cc(C)no2)cc1S(=O)(=O)N1CCN(C(=O)c2ccco2)CC1,-4,0,6,3,-8,-2,-12,7
COC(=O)c1ccc(CNC(=O)C2CCC(=O)N(CCCc3ccccc3)C2)cc1 (stereo not drawn),-3,0,14,-9,-4,-11,-1,6
CC(C)(C)NC(=O)CCC1COc2ccccc2O1 (stereo not drawn),-6,0,25,4,-6,-1,3,-19
Cc1cc(NC(=O)Cc2ccccc2)no1,-12,0,23,-8,-7,5,-11,2
CCN(C(=O)CN1CCN(Cc2ccccc2)CC1)c1c(N)n(Cc2ccccc2)c(=O)[nH]c1=O,-16,-12,2,-11,-5,-13,-5,-2

# Bioassay records: PubChem, Sanford-Burnham Center for Chemical Genomics
